GAA850 FXN act: increases GAA850 frataxin promoter reporter activity. HEK293 lucGAA850 FXN promoter luciferase reporter, 24 h; percent of 10 µM SAHA response. activation, % at 6 µM. actives 0.56% (n = 360,000). AID 540364;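 active means activation above the average of all compounds screened plus 3 SD, cutoff fixed separately per campaign, cut at about 7.5% in these data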;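 further: 0% = DMSO wells and 100% = 10 µM SAHA wells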
NPR1 activator: GC-A (human) enzyme activation. HEK293 GC-A cells, cGMP TR-FRET, EC30 ANP; 0% at EC30 ANP, 100% saturating ANP. actives 0.14% (n = 370,000). activation, % at 10 µM. P16066; in the data active means activation above about 40%
PG9 binder: small molecules binding HIV-1 gp120 antibody PG9; actives 0.43% (n = 360,000); inhibition, % at 6.7 µM; TR-FRET gp120-PG9 antibody binding; in the data active means inhibition above about 8.5%
hcDAF12 agonist: H. contortus DAF-12 activation, primary screen; HEK293 hcDAF-12 lit1-tk-luc reporter, luminescence; 0% DMSO, 100% Δ7-dafachronic acid; activation, % at 6.8 µM; actives 1.4% (n = 370,000); AID 652067;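 active means activation above the mean of all tested compounds plus 3 SD, cut at about 5.5% in these data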;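 further: 100% = response to 3 µM Δ7-dafachronic acid high control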
SMARCA2 activ: activators of SMARCA2 function; MG213 cells, MMTV-luciferase reporter, dexamethasone, overnight; activation, % at 9.1 µM; actives 1% (n = 370,000); AID 652017; in the data active means activation above about 7.8%;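 further: 0% = vehicle wells and 100% = reference activator wells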
DAX1 inh-1: inhibitors of DAX1 repression of SF-1 activated StAR promoter; HEK293T StAR-luciferase reporter, SF-1/DAX-1 repression relief; inhibition, % at 6.8 µM; actives 1.1% (n = 370,000); AID 652010;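 active means inhibition above the mean over all tested compounds plus 3 SD, cut at about 3.6% in these data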;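 further: 0% = DAX-1 cells with DMSO and 100% = cells lacking DAX-1 with DMSO; higher inhibition means more luminescence from relief of DAX-1 repression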
DAX1 inh-2: inhibitors of human orphan nuclear receptor DAX1 (NR0B1); P51843; HEK293 Gal4-DAX1 luciferase reporter, luminescence; inhibition, % at 6.75 µM; actives 0.99% (n = 340,000); AID 504766;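 active means inhibition above the mean over all tested compounds plus 3 SD, cut at about 4.2% in these data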;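 further: 0% = DAX1-transfected cells with DMSO and 100% = empty-vector control cells with DMSO; inhibition shows as a rise in luminescence from relieved DAX1 repression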
Target sequence (P51843 207-470 limits assumed): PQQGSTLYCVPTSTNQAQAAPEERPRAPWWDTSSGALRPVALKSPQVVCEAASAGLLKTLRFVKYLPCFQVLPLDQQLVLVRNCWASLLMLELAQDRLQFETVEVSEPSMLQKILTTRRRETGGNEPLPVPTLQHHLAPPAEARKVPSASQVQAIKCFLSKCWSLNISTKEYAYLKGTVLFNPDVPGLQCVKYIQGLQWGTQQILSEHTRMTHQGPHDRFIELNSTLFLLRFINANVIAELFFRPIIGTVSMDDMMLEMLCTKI
hgDAF-12 ag: activates the H. glycines DAF-12 receptor ligand-binding domain; HEK293 GAL4-hgDAF12 UAS-luciferase reporter, agonist luminescence; normalized to butyrate control; activation, % at 6.8 µM; actives 1.8% (n = 370,000); AID 687014;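 active means activation above a cutoff set at the mean of all screened compounds plus 3 SD, cut at about 10% in these data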;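 further: 0% = DMSO wells and 100% = sodium butyrate wells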
ADAM10 inh: inhibits human ADAM10; O14672; recombinant ADAM10, EDANS/DABCYL FRET peptide cleavage, 3 h; inhibition, % at 7 µM; actives 0.62% (n = 370,000); AID 720582;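 active means inhibition above a per-campaign cutoff equal to the mean of compounds falling between control-based bounds plus 3 SD, cut at about 20% in these data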;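 further: 0% = DMSO wells while the 100% control is not disclosed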
ssDAF12 agonist: S. stercoralis DAF-12 activation, primary screen | HEK293 ssDAF-12/GRIP1 lit1-tk-luc reporter, luminescence; % of 3 µM dafachronic acid response | activation, % at 6.8 µM | actives 1% (n = 370,000) | AID 652126;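 active means activation above the mean over all tested compounds plus 3 SD, cut at about 0.9% in these data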;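 further: 0% = DMSO-only wells and 100% = 3 µM delta7-dafachronic acid wells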
ADAM17 inh: ADAM17 inhibition, QFRET primary screen. recombinant ADAM17, EDANS/DABCYL FRET peptide cleavage. inhibition, % at 6.95 µM. actives 0.83% (n = 370,000). P78536;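 active means inhibition above the mean of compounds lying between control limits plus 3 SD, set per campaign, cut at about 8.5% in these data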;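 further: 0% = DMSO-only wells as the low control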
Target sequence (P78536 215-824 limits assumed): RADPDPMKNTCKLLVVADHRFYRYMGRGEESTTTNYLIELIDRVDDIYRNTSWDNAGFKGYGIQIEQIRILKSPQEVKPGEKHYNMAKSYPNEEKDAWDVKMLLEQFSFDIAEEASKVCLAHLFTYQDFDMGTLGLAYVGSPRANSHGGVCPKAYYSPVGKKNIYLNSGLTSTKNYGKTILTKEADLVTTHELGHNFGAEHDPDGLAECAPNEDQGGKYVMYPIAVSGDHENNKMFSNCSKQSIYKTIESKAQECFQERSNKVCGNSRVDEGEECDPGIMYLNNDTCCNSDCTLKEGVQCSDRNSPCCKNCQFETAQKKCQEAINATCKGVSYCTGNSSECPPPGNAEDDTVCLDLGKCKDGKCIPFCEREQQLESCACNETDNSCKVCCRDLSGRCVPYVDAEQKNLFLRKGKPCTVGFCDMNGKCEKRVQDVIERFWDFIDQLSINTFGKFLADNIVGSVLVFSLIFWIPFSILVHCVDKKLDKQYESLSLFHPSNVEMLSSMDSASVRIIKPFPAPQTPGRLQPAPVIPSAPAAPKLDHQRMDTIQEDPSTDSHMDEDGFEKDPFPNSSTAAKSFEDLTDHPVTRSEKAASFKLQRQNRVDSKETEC
* marks the source's active call; other numbers are inactive results; · = not tested or not shown.

Compound | ssDAF12 agonist | GAA850 FXN act | ADAM17 inh | NPR1 activator | hcDAF12 agonist | DAX1 inh-1 | DAX1 inh-2 | PG9 binder | SMARCA2 activ | hgDAF-12 ag | ADAM10 inh
CCOc1ccc(/C=N/NC(=O)Cc2csc(Nc3cccc(C(F)(F)F)c3)n2)cc1 | -1.4 | 0.0 | 3.4 | -6.2 | -0.7 | -0.9 | -1.3 | -2.1 | -0.4 | 2.8 | 11.6
Cc1ccc(S(=O)(=O)N2CCN(CC(=O)N(CC(C)C)c3c(N)n(CC(C)C)c(=O)[nH]c3=O)CC2)c(C)c1 | -0.8 | 1.6 | -2.3 | 0.6 | -2.0 | 0.7 | -0.1 | 0.1 | -3.4 | -2.8 | -12.5
CN(C)C(=O)c1cc(C(=O)c2ccc(C(F)(F)F)cc2)c[nH]1 | 0.3 | 4.5 | -1.9 | 0.6 | -0.7 | 0.5 | -0.6 | -0.5 | 5.3 | 4.6 | -11.5
O=C1CSC(c2ccccc2)N1CCc1ccccc1 (stereo not given) | -1.4 | 1.4 | 2.2 | 1.2 | -3.0 | -0.4 | 3.0 | 1.6 | -2.5 | -1.2 | -5.6
Cc1cccc(Nc2nnc(SCC(=O)Nc3ccccc3[N+](=O)[O-])s2)c1 | -0.2 | 1.7 | 3.8 | -10.9 | 3.9 | -0.3 | 4.4* | -1.0 | -0.8 | 3.4 | 9.8
C=CC[n+]1c(-c2ccc(OC)c(OC)c2)csc1NNC(=O)Nc1ccccc1 | -1.6 | 0.4 | -1.7 | -0.4 | -2.9 | -1.4 | -2.1 | -2.2 | -4.4 | -4.2 | 5.4
NS(=O)(=O)c1ccc(NC(=S)Nc2nn(Cc3ccc(Cl)cc3Cl)cc2Cl)cc1 | -1.7 | 2.2 | -1.9 | -13.0 | -2.3 | -0.1 | -0.2 | 0.1 | -2.0 | 0.6 | -4.6
COc1ccccc1NC(=O)Nc1nnc(CC(=O)Nc2cccc(C)c2)s1 | -1.9 | 1.4 | -2.5 | -1.4 | -2.0 | -0.8 | -0.8 | -0.9 | 0.1 | -1.7 | 1.3
O=C(c1ccc([N+](=O)[O-])cc1)N1CCN(C(=O)C2CCCCC2)CC1 | -1.7 | 3.5 | -7.0 | -3.3 | -0.9 | -0.4 | -0.7 | 0.1 | 0.2 | -0.3 | -5.3
Cn1c(NNC(=O)C2CCCCC2)cc(=O)n(C)c1=O | -1.5 | 1.2 | -6.0 | -3.8 | 1.8 | -0.2 | -0.7 | -3.3 | 0.9 | -1.3 | -4.0
Cc1ccc(N2C(=O)C(Cc3ccc(O)cc3)NC2=S)cc1C (stereo not given) | -1.1 | -2.1 | -2.5 | 2.8 | -0.2 | -0.4 | -0.3 | 2.2 | -2.4 | -1.7 | -3.2
CCC1(C)Cc2ccccc2-c2nc(SC)[nH]c(=O)c21 (stereo not given) | -0.8 | 3.8 | 0.1 | -6.4 | 0.7 | 0.1 | -1.7 | 13.1* | -0.3 | 1.7 | -3.6
Cc1c(Nc2ccc(C=O)cc2)c(=O)n(-c2ccccc2)n1C | -1.3 | 1.4 | 0.3 | 1.1 | 1.3 | -0.8 | 0.0 | -4.3 | 6.0 | 2.2 | 9.7
CC1CN(C(=O)c2ccc(NS(=O)(=O)c3cccc(Cl)c3)cc2)CC(C)O1 (stereo not given) | -0.9 | 1.7 | 6.5 | -1.1 | 3.6 | -2.6 | -0.6 | 1.3 | 0.9 | -1.8 | 11.6
Cc1ccc(C(=O)NC2CCN(CC(=O)Nc3ccccc3Cl)CC2)cc1 | -1.1 | 1.9 | 0.3 | 0.2 | -0.9 | -0.1 | -0.4 | -0.6 | -0.1 | -1.1 | 3.2
COc1ccc(C(C(=O)NC2CCCC2)N(Cc2cccs2)C(=O)c2ccn[nH]2)cc1OC (stereo not given) | -1.9 | -0.3 | -1.2 | -4.0 | -0.7 | -0.2 | 1.2 | 0.9 | 1.5 | 0.6 | 2.5
CCN1C(=O)c2cccc3c(NC(=O)c4ccc(OC)c(OC)c4)ccc1c23 | -1.7 | -0.2 | -2.9 | 13.1 | -2.5 | 0.0 | 0.3 | -19.0 | -4.2 | -6.4 | -9.8
COc1ccc(C(=O)/C=C/C(=O)N(CC(=O)NC2CCCCC2)Cc2cccs2)c(O)c1 | -2.4 | -3.3 | 2.1 | -33.9 | -2.1 | -1.7 | -4.7 | 3.5 | -1.7 | -3.4 | 2.5
CCCCC(=O)N=c1sc2cc([N+](=O)[O-])ccc2n1C | -0.9 | -1.5 | 3.1 | 7.5 | 0.4 | 0.2 | -0.5 | 0.0 | -0.8 | -0.9 | 7.7
O=C(NCc1ccc(C(F)(F)F)cc1)C1CC(c2ccc(C(F)(F)F)cc2)=NO1 (stereo not given) | -1.2 | 1.9 | 2.9 | -1.2 | -0.4 | -0.4 | 1.0 | -0.5 | -0.9 | -2.1 | 2.9
CC1(c2ccc3c(c2)OCCCO3)NC(=O)N(CC(=O)Nc2cccc(C#N)c2)C1=O (stereo not given) | -0.9 | 0.5 | 0.9 | 2.1 | -0.1 | 0.5 | -1.1 | -0.2 | 3.3 | 1.9 | -1.3
O=C(O)c1ccc(NC(=O)c2cn(-c3ccccc3)nc2-c2cccc(Cl)c2)cc1 | -1.1 | 3.3 | 0.1 | -3.4 | -0.6 | 0.3 | -0.6 | -0.1 | 3.8 | -0.7 | 6.7
O=C(CN1CCCC1)NC(=O)NC1CCCC1 | -0.8 | 3.2 | -3.3 | -0.9 | -1.8 | 0.1 | 0.4 | 2.5 | -2.9 | -1.8 | -8.0
Cc1ccc(N(CC(=O)Nc2cc(C)cc(C)c2)S(=O)(=O)c2c(C)noc2C)cc1 | -1.5 | -3.0 | 3.3 | -4.1 | 0.5 | 0.6 | -0.8 | 0.2 | -2.0 | 4.8 | 11.7
Cc1ccc(SCC(=O)Nc2ccc3c(c2)C(=O)NC3=O)cc1 | -1.6 | 1.4 | 1.2 | 6.2 | -1.8 | 0.2 | · | 0.0 | -5.1 | -0.7 | -2.6
CCOC(=O)C1CCN(C(=O)Cc2cccc3ccccc23)CC1 | -1.4 | -1.9 | 2.4 | -0.7 | -1.8 | 0.2 | 1.5 | 0.8 | 0.4 | -4.5 | 6.9
CCCCn1c(N)c(N(CCC(C)C)C(=O)c2cccc(-n3cnnn3)c2)c(=O)[nH]c1=O | -0.3 | 1.5 | 0.1 | 3.1 | -0.3 | 2.7 | -0.5 | -0.9 | 1.1 | 2.8 | 1.4
O=C(Nc1ccc(O)c2c(=O)cc(-c3ccccc3Cl)oc12)c1ccccc1Cl | -0.7 | 2.0 | -5.3 | 6.0 | -1.9 | 0.0 | -1.2 | 0.7 | 0.1 | -0.4 | -8.7
OCC(O)CNC(=S)NC1CCCCC1 (stereo not given) | -1.4 | -1.3 | -0.9 | 1.1 | -0.8 | 0.3 | 4.9* | -2.2 | -1.7 | 0.1 | 3.3
OC(CN1CC=C(/C=C/c2ccc(Br)cc2)CC1)c1ccccc1 (stereo not given) | -2.1 | 0.2 | -5.6 | 1.6 | -1.2 | -0.6 | 2.7 | -0.1 | -5.8 | -1.0 | -7.3
O=S(=O)(c1ccccc1)N1CCc2ccccc2C1 | -1.7 | -0.9 | -1.1 | -0.2 | -1.0 | 0.6 | 0.7 | -3.4 | -0.6 | 0.7 | -0.5
N/C(=N\N=C\c1ccc(Br)o1)c1nonc1N | -0.3 | 3.2 | -0.4 | -5.1 | 2.9 | 1.4 | 6.1* | 0.2 | 6.8 | 13.0* | -1.9
CCOC(=O)[C@@]12CCCC3=C1N(CCC3)C(=O)[C@H]2CC(=O)N1CCCC1 | -1.5 | · | -1.2 | 0.8 | -2.5 | -0.8 | · | · | -2.0 | -2.0 | -4.1
CS(=O)(=O)N(CC(=O)NC1CCCCC1)c1cccc(F)c1 | -1.6 | -0.1 | 0.5 | 7.8 | -0.7 | -0.8 | 0.4 | 0.7 | -2.2 | 0.8 | -7.2
Cc1noc(C)c1S(=O)(=O)N(C)C[C@H]1Oc2ccc(NC(=O)NC3CCCCC3)cc2C(=O)N([C@H](C)CO)C[C@@H]1C | -1.1 | -2.5 | -0.9 | 0.9 | -0.9 | 0.1 | 1.3 | -0.3 | -0.6 | 0.2 | 4.0
COc1ccc(C(=O)N2CCCC(C)(C(=O)NS(=O)(=O)C3CC3)C2)cc1 (stereo not given) | -1.0 | 0.3 | 2.8 | -1.0 | -1.8 | -0.8 | · | -2.5 | 0.9 | 0.8 | 6.5
COC(=O)C1CSc2[nH]c(=O)sc2C1c1ccc(O)c(OC)c1 (stereo not given) | -1.6 | 4.0 | 0.9 | -2.8 | 0.0 | -0.2 | 0.1 | 0.2 | 4.3 | -0.1 | 1.9
C/C(=N/NC(=O)CSc1nc2ccccc2n1C)c1ccco1 | -0.9 | -1.2 | 2.1 | -0.9 | -0.8 | 0.3 | 0.0 | 1.4 | -1.1 | 6.2 | 5.5
O=C(CN1/C(=C(/O)c2ccccc2)C(=O)c2ccccc2S1(=O)=O)c1ccccc1 | -1.2 | -0.1 | -1.8 | -1.1 | -0.2 | -0.2 | 0.0 | 0.7 | 0.8 | -2.6 | 6.4
COc1ccccc1-n1cc(C(=O)N2CCCC(CO)(Cc3ccccc3C)C2)cn1 (stereo not given) | -1.1 | -0.7 | -2.2 | -0.2 | -1.9 | -0.4 | -0.7 | 0.4 | -2.8 | -4.6 | 0.2
CCCNC(=S)N1CCC(NC(=O)c2ccc(OC)cc2)CC1 | -2.2 | -0.1 | -4.4 | -2.1 | -2.4 | -0.6 | 0.4 | -1.6 | -3.0 | -1.7 | 3.9
O=C(Nc1ccc(S(=O)(=O)NCC2CCCO2)cc1)C1CC(=O)N(c2ccccc2)C1 (stereo not given) | -0.9 | 1.2 | -3.1 | -3.4 | 0.2 | -0.4 | 1.8 | 1.0 | -3.3 | 0.1 | 4.0
Cc1cccn2c(NC(=O)c3ccccc3F)c(-c3ccccc3)nc12 | -1.2 | 0.6 | 4.5 | -1.8 | 2.6 | -0.4 | 0.2 | -1.3 | -0.3 | -0.3 | -8.8
CC(=O)Nc1ccc(S(=O)(=O)NCc2csc(-c3cccnc3)n2)cc1 | -0.6 | 0.1 | -3.5 | 0.9 | -0.6 | -0.4 | 0.3 | -0.5 | 2.8 | -0.5 | -5.7
COc1ccc(OC)c(NC(=O)C2(C)CCN2CCc2ccccc2)c1 (stereo not given) | -1.5 | -0.7 | 0.2 | -10.2 | -2.5 | -0.4 | · | -0.3 | -2.4 | -2.6 | 5.6
O=C(COC(=O)C12CC3CC(CC(C3)C1)C2)NCc1ccccc1 | -0.8 | 1.0 | 2.0 | 0.2 | 0.9 | 0.6 | 0.2 | -1.5 | -2.9 | 0.8 | -8.5
COc1cc(C(=O)NCC(=O)OCc2cc(=O)oc3c(C)c(C)ccc23)cc(OC)c1OC | -2.1 | 0.2 | -2.9 | -2.4 | -0.9 | -0.5 | -1.6 | -0.3 | -1.7 | -0.7 | -2.3
C[n+]1ccc(CC2C(=[N+]([O-])[O-])C=Nc3ncnn32)cc1 (stereo not given) | -1.2 | 0.2 | -1.6 | 3.0 | 1.8 | 0.9 | 2.2 | -2.0 | -2.3 | 1.9 | 3.6
